Bioassay records: PubChem BioAssay, National Center for Advancing Translational Sciences (NCATS)
mIDH1 inhibitor – blocks human mutant IDH1 R132H enzyme; O75874; IDH1-R132H enzyme, NADPH consumption, diaphorase/resazurin fluorescence; Potency, µM (doses to about 76.6 µM), for the others: at the top dose activity change, negative = inhibition, most hits filed as inhibitors; hit rate 0.093% among 390,000; note: % is set by controls: 0 for no effect and ±100 for the full control effect; nearly all actives have a fitted effect of over 65% in size
Target sequence (O75874 whole entry R132H, stated change not applied): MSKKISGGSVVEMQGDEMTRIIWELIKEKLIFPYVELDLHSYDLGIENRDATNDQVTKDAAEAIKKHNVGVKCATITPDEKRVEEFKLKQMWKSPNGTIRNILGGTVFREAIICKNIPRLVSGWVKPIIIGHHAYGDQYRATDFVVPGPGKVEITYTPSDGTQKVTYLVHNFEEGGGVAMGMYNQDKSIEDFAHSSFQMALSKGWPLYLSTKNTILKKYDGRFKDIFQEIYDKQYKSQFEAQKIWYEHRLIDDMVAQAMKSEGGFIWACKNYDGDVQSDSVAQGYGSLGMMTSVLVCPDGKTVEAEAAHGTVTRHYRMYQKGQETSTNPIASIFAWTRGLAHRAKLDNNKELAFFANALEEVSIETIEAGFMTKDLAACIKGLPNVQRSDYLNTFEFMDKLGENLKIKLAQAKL
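IDH1-R132H (0.5 ug/mL dispensed) in pH 7.5 Tris buffer was preincubated 30 min with compound, then given a substrate mix of 0.016 mM NADPH and 2 mM alpha-KG for 80 min at room temperature; remaining NADPH was read by diaphorase/resazurin fluorescence.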
Vif-APOBEC3G blk – inhibitors of Vif-APOBEC3G interaction; Q9HC16; HeLa A3G-eYFP + Vif (tagged APOBEC3G with the HIV-1 protein that degrades it), YFP fluorescence, overnight; Potency, µM (top dose mostly 46.1 µM), for the others: at the top dose activity, negative = active, actives largely listed as inhibitors; hit rate 0.076% among 410,000; AID 602310;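 note: % is set by controls: 0 for no effect and ±100 for the full control effect; nearly all actives have a fitted effect of over 60% in size; hits raise eYFP signal because A3G escapes Vif-driven loss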
Target sequence (Q9HC16 whole entry, looked up): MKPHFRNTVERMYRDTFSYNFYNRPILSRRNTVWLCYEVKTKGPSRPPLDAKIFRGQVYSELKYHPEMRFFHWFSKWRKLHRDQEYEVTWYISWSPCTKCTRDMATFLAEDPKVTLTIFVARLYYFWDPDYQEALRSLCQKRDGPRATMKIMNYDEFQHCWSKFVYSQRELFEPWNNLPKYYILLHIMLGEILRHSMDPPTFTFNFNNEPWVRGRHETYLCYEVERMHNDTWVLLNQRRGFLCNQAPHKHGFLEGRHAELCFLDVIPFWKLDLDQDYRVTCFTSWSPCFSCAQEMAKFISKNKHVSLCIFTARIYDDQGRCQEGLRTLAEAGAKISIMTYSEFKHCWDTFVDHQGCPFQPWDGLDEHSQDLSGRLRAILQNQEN
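HeLa cells stably expressing Vif and C-terminally eYFP-tagged A3G, seeded overnight at 37 deg C, then exposed to compound by pintool overnight at 37 deg C. Rise in yellow fluorescence (Ex 488/Em 500-530, Acumen) marks blocked Vif-driven A3G degradation.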
TrxR1 substrate – substrates of rat thioredoxin reductase 1. hit rate 0.01% among 390,000. purified TrxR1 substrate turnover, NADPH consumption readout. AID 588456. Potency, µM (top dose mostly 114 µM), inactives show at the top dose activity change, negative = substrate turnover; note: % is set by controls: 0 for no effect and ±100 for the full control effect; nearly all actives have a fitted effect of over 50% in size
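Rat TrxR1, dispensed at 90 nM, was prereduced with 400 uM NADPH (final) for 5 min at ~22 deg C, then incubated with compound 15 min before 400 uM selenite. A first-read NADPH fluorescence drop versus no-compound background flagged substrates.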
RXFP1 ag – RXFP1 (human) receptor agonism | Q9HBX9 | HEK293T-RXFP1 cAMP TR-FRET, 30 min; response scale: percent of porcine relaxin response, buffer zero | Potency, µM (highest dose often 57.5 µM), without a hit: at the highest dose activation, actives largely listed as activators | hit rate 0.3% among 370,000 | AID 2676; note: % is set by controls: 0 for no effect and ±100 for the full control effect; nearly all actives have a fitted effect of over 60% in size; many of its hits are not listed in these tables
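cAMP rise read by TR-FRET after 30 min, 37C compound exposure (up to 58 uM) in RXFP1-transfected HEK293 cells with Ro 20174 present. EC50 from Hill-equation fits, with 29 nM porcine relaxin as 100% and buffer as basal.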
rTrxR1 inhibitor – blocks rat thioredoxin reductase 1; hit rate 1% among 390,000; Potency, µM (highest dose often 114 µM), for inactives: top-dose activity change, negative = inhibition, usual class: inhibitors; O89049; recombinant rTrxR1, NADPH fluorescence consumption, selenite substrate; note: % is set by controls: 0 for no effect and ±100 for the full control effect; nearly all actives have a fitted effect of over 65% in size
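Rat TrxR1 (90 nM in the dispensed reagent) was pre-reduced with 400 uM NADPH for 5 min at room temperature, then incubated with compound for 15 min. After 400 uM selenite was added, NADPH fluorescence (Ex 340/Em 450 nm) was followed for 8 min.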
Vif-APOBEC3F blk – Vif-A3F binding inhibition. Potency, µM (series often up to 46.1 µM), for the others: at the highest dose activity, negative = active. hit rate 0.2% among 390,000. HeLa A3F-eYFP + Vif (tagged APOBEC3F with the HIV-1 protein that degrades it), YFP fluorescence increase; note: % of control where 0% means no effect; nearly all actives have a fitted effect of over 65% in size
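Fluorescence increase (Ex 488/Em 500-530) after overnight compound treatment at 37 deg C flags inhibition of Vif-driven A3F-eYFP loss in stable HeLa A3F-eYFP/Vif cells seeded overnight beforehand.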
RGS4 inhibitor – blocks human RGS4-accelerated GTP hydrolysis. Transcreener GDP fluorescence polarization, RGS4-accelerated GTP hydrolysis. Potency, µM (titrated, usually from 114 µM), for inactives: top-dose activity change, negative = inhibition, usual class: inhibitors. hit rate 0.039% among 390,000. AID 504845; note: % is set by controls: 0 for no effect and ±100 for the full control effect; nearly all actives have a fitted effect of over 75% in size; some results filed as inactive show a strong effect at the top dose
Target sequence (P49798 whole entry, looked up): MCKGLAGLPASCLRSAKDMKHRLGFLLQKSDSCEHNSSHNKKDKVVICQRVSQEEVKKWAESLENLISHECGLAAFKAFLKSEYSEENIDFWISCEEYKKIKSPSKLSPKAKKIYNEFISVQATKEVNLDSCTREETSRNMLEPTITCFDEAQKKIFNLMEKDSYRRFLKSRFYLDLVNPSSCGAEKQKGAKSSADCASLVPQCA
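MLSMR compounds (23 nl, pin-transferred) preincubated 10 min at room temperature with a 500nM (2x) first reagent, then RGS4 at 900nM (2x) plus Transcreener GDP mix added; fluorescence polarization (620/688 nm) read before and after 90 min at 30 °C.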
ALOX12 inh – ALOX12 (human) lipoxygenase inhibition; purified 12hLO, xylenol orange hydroperoxide absorbance; Potency, µM (doses to about 108 µM), without a hit: top-dose activity change, negative = inhibition, actives largely listed as inhibitors; hit rate 1.1% among 580,000; AID 1671190; note: % is set by controls: 0 for no effect and ±100 for the full control effect
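Purified human 12hLO (150 nM final) in 25 mM Hepes, 0.01% Triton X-100, pH 7.0 was preincubated 15 min at room temperature with compound. Then 40 uM arachidonic acid was added, 30 min. Hydroperoxide was read by Fe-XO absorbance ratio 573/405 nm.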
USP1 inh – blocks the human USP1/UAF1 deubiquitinase complex. Potency, µM (highest dose often 57.1 µM), without a hit: at the highest dose activity change, negative = inhibition, hits mostly inhibitors. hit rate 0.23% among 390,000. O94782. recombinant USP1/UAF1, Ub-Rhodamine cleavage fluorescence; note: % is set by controls: 0 for no effect and ±100 for the full control effect; nearly all actives have a fitted effect of over 60% in size; inactives centre near -12
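USP1/UAF1 complex at 1 nM was preincubated with compound for 15 min at room temperature, then Ub-Rho substrate (150nM final) was added. Fluorescence (480/540 nm) was read kinetically, 6 reads every 60 seconds.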
Starred values were filed as active, the others as inactive; ? = inconclusive; . = not tested or not shown; [ ] = another dose, or the depositor's remark. Calls come from the whole dose curve; as a rule, active = well fitted curve in the direction sought with a large enough effect; inconclusive = small, poorly fitted or top-dose-only effect, or another doubt; inactive = no such curve, though single readings can be large; an effect the other way counts as inactive or inconclusive. Potency is the fitted concentration of half-maximal effect.

The line under a structure holds: mIDH1 inhibitor	Vif-APOBEC3G blk	TrxR1 substrate	RXFP1 ag	rTrxR1 inhibitor	Vif-APOBEC3F blk	RGS4 inhibitor	ALOX12 inh	USP1 inh
- O=C1OC(C(=O)Nc2ccc(Cl)c(C(F)(F)F)c2)Cc2ccccc21 (configuration not stated)
    -1%	3%	4%	-0.1%	21%	0%	-13%	-9%	-24%
- O=C(COC(=O)c1ccc(-c2ccccc2)cc1)Nc1ccccc1-c1ccccc1
    3%	0%	-3%	-1.0%	11%[0.0914 µM]	7%	6%	-18%	-5%
- COc1cccc(N2CC(NC(=O)C3CC3)CC2=O)c1 (configuration not stated)
    -10%	5%	4%[57.1 µM]	2.1%	23%[57.1 µM]	-4%	-34%	-16%	3%
- CC1=C(C(N)=O)C(c2cccs2)NC(=O)N1 (configuration not stated)
    1%	-1%	5%	-1.0%	9%	9%	11%	-4%	-15%
- Cn1c2ccccc2c2c(C(=O)NCC3CCCO3)cn(C3CCCC3)c(=O)c21 (configuration not stated)
    0%	0%	31%	4.9%	-9%	-5%	-37%	.	-20%
- Cc1cc2n(n1)SC(Nc1cccc3ccccc13)N2 (configuration not stated)
    -4%	-1%	6%	3.3%	-19%	-4%	?	-30%	-15%
- O=C(Nc1ccc(F)cc1)c1ccc(CN2CCc3ccccc3C2)cc1
    -10%	4%	-11%	2.2%	-2%	3%	-15%	-5%	-13%
- c1c2c(cc3sc(N4CCOCC4)nc13)OCCO2
    8%	-3%	1%	-0.3%	3%	-1%	-28%	0%	-20%
- CCOC(=O)C(=O)N1CCC(Cc2ccccc2)CC1
    5%	1%	5%[57.1 µM]	2.5%	31%[57.1 µM]	10%	13%	-13%	-5%
- O=C(CN1C(=O)C2CCCCC2C1=O)Nc1nc(-c2ccc(F)cc2)cs1 (configuration not stated)
    8%	-11%	-3%	1.9%	10%	5%	-26%	-22%	-27%
- Cc1ccc(S(=O)(=O)N2CCCC(C)C2)cc1 (configuration not stated)
    -4%	3%	2%	0.0%	18%	2%	-3%	1%	-22%
- CCCCNCC1C(Oc2ccc(Cl)cc2)C(=O)N1c1ccccc1C (configuration not stated)
    -5%	-9%	2%[57.1 µM]	-0.7%	4%[57.1 µM]	-5%	12%	?	-9%
- COc1ccc(-c2nnc(SC)n2C)cc1
    1%	1%	-1%	0.8%	4%	0%	-22%	-11%	2%
- CCOC(=O)c1c(C)[nH]c(C(=O)N/N=C/c2ccc(OC)c(OC)c2)c1C
    -5%	?	2%	-1.5%	25%	-11%	16%	7%	-20%
- CSCCC(NC(=O)c1ccccc1Br)C(=O)N1CCN(C/C=C/c2ccccc2)CC1 (configuration not stated)
    -7%	2%	-2%	.	19%	0%	-9%	323%[activator]	-11%
- COc1ccccc1NC(=O)N(CCN1CCCC1)Cc1cc2cc(C)ccc2[nH]c1=O
    9%	0%	3%	.	5%	-10%	7%	-16%	-17%
- COC(=O)C1=C(N)OC2=C(C(=O)CC(C)(C)C2)C1c1cccs1 (configuration not stated)
    2%	0%	0%	0.6%	1%	-18%	13%	22%	0%
- CCn1cc(/C=C(\NC(=O)c2ccc(OC)c(OC)c2)C(=O)NCCN2CCOCC2)c2ccccc21
    5%	-3%	-22%	-1.3%	?	-10%	-15%	-3%	-10%
- NS(=O)(=O)c1ccc(CNC(=O)c2cnccn2)cc1
    -9%	0%	1%	5.9%	2%	-4%	-4%[11.4 µM]	-1%	-21%
- CCOC(=O)c1sc(=NC(=O)c2ccccc2Br)n(C)c1C
    0%	0%	-4%	?	0%	-6%	14%	51%[activator]	-11%
- Cc1nn(C)cc1C(C)NC(=O)c1cc(COc2ccc(F)c(F)c2)on1 (configuration not stated)
    -1%	-1%	-5%	-0.8%	14%	3%	-3%	7%	-9%
- O=C(NNS(=O)(=O)c1ccc2ccccc2c1)c1cccnc1
    -6%	0%	4%	0.8%	10%	8%	24%	-1%	-12%
- C=CCn1c(SCc2nc3ccccc3c(=O)[nH]2)nc2scc(C3CC3)c2c1=O
    -2%	-16%	7%	24%	15%	?	-26%	1%	-12%
- Cc1nc2nc(CC(=O)O)[nH]n2c(=O)c1[N+](=O)[O-]
    9%	1%	0%[57.1 µM]	0.3%	6%[57.1 µM]	-7%	-13%[56.9 µM]	-10%	-7%
- Cc1ccc2c(C)c(C(=O)N3CCC(C(N)=O)(N4CCCCC4)CC3)oc2c1C
    1%	0%	.	.	.	1%	.	-10%	-15%
- Cc1cc(C(=O)Nc2cccc([N+](=O)[O-])c2C)cs1
    0%	-5%	-4%	-0.7%	22%	-4%	4%	0%	-18%
- Cc1ccc(C(=O)NCCNC(=O)c2ccc(C)o2)o1
    0%	-10%	5%	-0.2%	13%	3%	15%	16%	-21%
- COc1cc(C(CC(=O)Nc2cccc(C(C)=O)c2)N2Cc3ccccc3C2=O)cc(OC)c1OC (configuration not stated)
    -12%	-1%	-7%	-1.1%	-1%	7%	20%	-17%	?
- COc1ccccc1N1CCN(C(=O)CCc2c[nH]c3ccccc23)CC1
    7%	0%	-6%	1.1%	18%	-1%	12%	?	-22%
- COc1ccccc1CCNC(=O)c1cnn2c(C(F)F)cc(C)nc12
    2%	5%	0%	7.7%	15%	0%	16%	16%	-23%
- Cc1cc(NC(=O)CCCn2ccc([N+](=O)[O-])n2)n(Cc2ccc(F)cc2)n1
    -1%	0%	3%[57.1 µM]	0.7%	18%[57.1 µM]	-8%	-19%	-1%	-16%
- COc1cccc(OCCn2cc(C=O)c3ccccc32)c1
    -1%	0%	-4%	-0.4%	11%	6%	23%	0%	-4%
- COc1ccc(S(=O)(=O)N2CCOCC2)cc1NC(=O)Cc1ccsc1
    -2%	-1%	-7%	.	-15%	0%	23%	-10%	-3%
- C=CCN(C(=O)CCC(=O)O)C1CC(=O)N(c2ccc(OCCC)cc2)C1=O (configuration not stated)
    0%	5%	7%[57.1 µM]	-0.3%	10%[57.1 µM]	-8%	-10%[11.4 µM]	23%	-21%
- COc1ccc(-c2ccc3oc(-c4ccc(OC)cc4)c(C#CCCO)c3c2)cc1
    6%	-22%	40%[activator][57.1 µM]	.	44%[activator][57.1 µM]	-2%	-29%	-12%	?
- Cc1ccc(-n2c(SCC(=O)Nc3ccc4c(c3)OCO4)nc3c([nH]c4ccccc43)c2=O)cc1
    -1%	-5%	16%[57.1 µM]	-0.2%	22%[57.1 µM]	-3%	16%	2%	1%
- C[C@H](NC(=O)N1CCn2c1nc1ccccc12)C(=O)NCCc1ccccc1
    -6%	-3%	1%	1.5%	12%	-10%	-3%	8%	-27%
- CCC1(c2ccc(F)cc2)NC(=O)N(CC(=O)N2CCc3ccccc3C2)C1=O (configuration not stated)
    6%	3%	-3%	-0.4%	2%	-2%	2%	-14%	-2%
- CCCn1c(SCC(O)c2cccc(OC)c2)nc2ccccc21 (configuration not stated)
    9%	1%	0%	3.5%	22%	0%	-4%	-24%	-27%
- Cc1c(C(=O)O)oc2c1/C(=N\O)CCC2
    2%	-2%	-7%	-0.9%	12%[57.1 µM]	11%	-9%	-20%	-8%
- O=C(Nc1ccc(Cl)cc1)c1cccc(N2C(=O)C3C4CCC(C4)C3C2=O)c1 (configuration not stated)
    2%	1%	-13%	-4.0%	-10%	-25%	13%	-2%	1%
- CSc1c(CC(=O)Nc2ccc(F)cc2)n(Cc2ccccc2)c2ccccc12
    -6%	0%	-12%	1.1%	-12%	1%	-19%	-17%	-10%
- Cc1cc(C)c(S(=O)(=O)/N=C2\C=C(Nc3ccc(C(=O)O)cc3)C(=O)c3ccccc32)c(C)c1
    5%	7%	-12%	-1.7%	-15%	17%	-20%	-30%	14µM*
- Cc1ccc(S(=O)(=O)Nc2ncc(C(F)(F)F)cc2Cl)cc1
    12%	-1%	12%[57.1 µM]	1.7%	22%[57.1 µM]	0%	3%	0%	-4%
- Cc1ccc(NC(=O)[C@H](NC(=O)[C@@H]2Cc3ccccc3CN2)c2ccccc2)c(C)c1
    -4%	0%	2%	2.3%	6%	5%	-2%	-5%	?

Shown in markdown: part of the list above
| mol | mIDH1 inhibitor | Vif-APOBEC3G blk | TrxR1 substrate | RXFP1 ag | rTrxR1 inhibitor | Vif-APOBEC3F blk | RGS4 inhibitor | ALOX12 inh | USP1 inh |
| --- | --- | --- | --- | --- | --- | --- | --- | --- | --- |
| O=C(Nc1ccc(Cl)cc1)c1cccc(N2C(=O)C3C4CCC(C4)C3C2=O)c1 (configuration not stated) | 2% | 1% | -13% | -4.0% | -10% | -25% | 13% | -2% | 1% |
| CSc1c(CC(=O)Nc2ccc(F)cc2)n(Cc2ccccc2)c2ccccc12 | -6% | 0% | -12% | 1.1% | -12% | 1% | -19% | -17% | -10% |
| Cc1c(C(=O)O)oc2c1/C(=N\O)CCC2 | 2% | -2% | -7% | -0.9% | 12%[57.1 µM] | 11% | -9% | -20% | -8% |
| COc1ccc(S(=O)(=O)N2CCOCC2)cc1NC(=O)Cc1ccsc1 | -2% | -1% | -7% | . | -15% | 0% | 23% | -10% | -3% |

The list is partial (hit frequency here may not be typical).
